Source: PubChem
PAX8 reporter: inhibitors of PAX8-driven TPO luciferase reporter, primary screen, RMG-I cells, single concentration; SteadyGlo, 24 h; actives 1.2% (n = 360,000); AID 652154, 2013; inhibition, % at 12.6 µM;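 active means mean replicate inhibition at least 60% with every replicate also reaching 60%; inconclusive means only one of the two criteria is met; inactive means mean below 60% and not all replicates reaching 60%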;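 further: luciferase light reporting Pax8 driven TPO promoter activity; plate controls were median of neutral control wells for no effect and mitoxantrone controls for full effect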
CFTR F508del cor: F508del CFTR correction, initial screen, CFBE line, single point; CFBE cells, YFP halide quenching; stimulated with forskolin plus potentiator P3; % fluorescence drop versus neutral controls; activity (quench increase), % at 7.58 µM; actives 0.36% (n = 350,000); AID 720511, 2013;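 active means mean added fluorescence quench of at least 8% versus neutral control, with both replicates also reaching 8%; inconclusive means only one of the mean or replicate conditions met; inactive means mean below 8% and not both replicates reaching 8%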;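 further: cells transiently co-express mutant CFTR-F508del with the halide-sensitive YFP; corrector assay measuring rescue of mutant channel to the surface after 24 h compound exposure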
GSIS activator: GLuc luminescence reporter in INS-1E cells, primary screen for activators of glucose-dependent secretion of insulin. activation, % at 16.6 µM. INS-1E GLuc reporter insulin secretion, 2-3 h. actives 0.61% (n = 370,000). AID 743287, 2014;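 active means lowest replicate activation of at least 40%, so every replicate reaches that level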;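 further: 0% = median of neutral control wells and 100% = median of IBMX positive control wells; some compounds called inactive have numbers as strong as hits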
DENV2 CPE: inhibitors of DENV2 cytopathic effect, primary screen, cell-based, plate reader, single concentration; DENV2-infected cells, cytopathic effect rescue; CPE inhibition, % at 9.99 µM; actives 1.7% (n = 350,000); AID 651640, 2012; in the data active means CPE inhibition above about 20%, passing the limit was not always enough; inconclusive means no clear call, values can overlap the other calls; tested in BHK-21 cells;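 further: 0% = median of neutral control wells and 100% = median of positive control wells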
FN deposit inh: inhibitors of fibronectin matrix deposition, primary screen, AH1F cells, Alexa488-fibronectin fluorescence, plate reader | AH1F fibroblasts, overnight | inhibition, % at 12.6 µM | actives 0.086% (n = 350,000);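 active means mean inhibition across replicates of 30% or more, regardless of how many single replicates reach that level; inconclusive means mean under 30% yet at least half of replicates reach 30%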;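 further: positive control wells lacked labelled fibronectin entirely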
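Assay system: AH1F fibroblast monolayer, labelled fibronectin deposition. Amount: 10000 cells per well. Also added: labelled fibronectin 24 nM. Compound: single-point pinned compound. Incubation: cell attachment 1 h, compound and FN exposure overnight. Detection: fluorescence after three HBSS washes, excitation 485 nm, emission 525 nm. Read-out: inhibition of fibronectin deposition signal.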
EWS-Fli block: EWS/Fli-driven NR0B1 reporter inhibitors, primary screen, A673 cells, NR0B1 luciferase, luminescence, MLPCN library. viability-normalised. inhibition, % at 12.6 µM. actives 0.67% (n = 350,000);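 active means mean inhibition of at least 50% after viability correction, with every replicate also passing that limit; inconclusive means mean reaches 50% but only one of two replicates passes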;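 further: firefly luciferase signal divided by Alamar Blue viability fluorescence both relative to DMSO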
miR122 inh: miR-122 Renilla sensor signal increase in Huh7, primary screen, miR-122 inhibitor project, cell-based, single point, plate reader; Huh7 miR-122 Renilla luciferase sensor, 48 h; neutral wells = 0, positive control = 100; activation (reporter increase), % at 12.5 µM; AID 602342, 2012; actives 0.3% (n = 340,000);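 active means mean replicate activation score at least 90 and every replicate individually at or above 90; inconclusive means only one of the two criteria met; inactive means neither criterion met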;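 further: higher luciferase means less miR-122 activity so hits act as miR-122 inhibitors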
* marks the source's active call; other numbers are inactive results; [ ] = dose if it differs, or a comment.

`COC(=O)C[C@@H]1C[C@H]2c3cc(NC(=O)CN(C)C)ccc3O[C@H]2[C@H](CO)O1` gave PAX8 reporter 0, CFTR F508del cor -0.4, GSIS activator -5, DENV2 CPE 2, EWS-Fli block -9 and miR122 inh 4[16.7 µM].
`CCN1CCN(CC(=O)Nc2ccc(C)c(Br)c2)CC1` gave PAX8 reporter -11, CFTR F508del cor 1.0, GSIS activator -21, DENV2 CPE -2, FN deposit inh 1, EWS-Fli block -1 and miR122 inh 3.
COc1ccc(CC(=O)N/N=C(\C)c2cccs2)cc1 was read as PAX8 reporter -28, CFTR F508del cor 1.7, GSIS activator 22, DENV2 CPE 7, FN deposit inh -8, EWS-Fli block -16 and miR122 inh -5.
`COCCn1c(Cc2ccccc2)nnc1SCc1ccc([N+](=O)[O-])cc1` gave PAX8 reporter 18, GSIS activator 6, FN deposit inh -4 and EWS-Fli block 1.
Screening O=[N+]([O-])c1nn(-c2ccc(Cl)cc2)n(O)c1=NCc1ccccc1 returned PAX8 reporter -33, CFTR F508del cor 0.5, GSIS activator 14, DENV2 CPE -11, FN deposit inh -12, EWS-Fli block -44 and miR122 inh -2.
`Clc1ccccc1Nc1nc2ccccc2o1` gave PAX8 reporter -264, CFTR F508del cor -0.9, GSIS activator -8, DENV2 CPE -3, FN deposit inh 0 and EWS-Fli block -60.
For CCc1ccc(-n2c(=O)c3ccc(C(=O)NCCc4ccccc4)cc3n(CC(N)=O)c2=O)cc1 the results were PAX8 reporter -3, CFTR F508del cor 1.4, GSIS activator 5, DENV2 CPE -2, FN deposit inh -1 and EWS-Fli block 5.
S=c1[nH]nc(-c2ccc(Cl)cc2Cl)n1Cc1ccccc1 was read as PAX8 reporter 2, GSIS activator 1, DENV2 CPE -5, FN deposit inh -4 and EWS-Fli block 0.
`CCC(=O)N1CCCCN2[C@H](C1)[C@H](c1ccc(-c3cccnc3)cc1)[C@@H]2CO` gave PAX8 reporter -18, CFTR F508del cor -2.0, GSIS activator 11, DENV2 CPE 38*, EWS-Fli block -8 and miR122 inh 10[16.7 µM].
For COc1ccccc1NC(=O)/C=C1\SCC(=O)N1C the results were PAX8 reporter -9, CFTR F508del cor 0.0, GSIS activator -2, DENV2 CPE -2, FN deposit inh -4 and EWS-Fli block -8.
Screening COCCN(C[C@@H]1N[C@@H](CO)[C@H]1c1ccc(-c2ccc(F)cc2)cc1)C(C)=O returned PAX8 reporter 12, CFTR F508del cor -0.1, GSIS activator -8, DENV2 CPE -7, FN deposit inh -8, EWS-Fli block -8 and miR122 inh 14[16.7 µM].
Cc1ccc(CC(=O)Nc2cc([N+](=O)[O-])ccc2F)cc1 was read as PAX8 reporter -8, GSIS activator 10, DENV2 CPE -7, FN deposit inh 0 and EWS-Fli block -9.
COc1ccc(S(=O)(=O)n2cnc3ccccc32)cc1 was read as PAX8 reporter -26, CFTR F508del cor 1.5, GSIS activator 6, DENV2 CPE -4, FN deposit inh -2, EWS-Fli block -8 and miR122 inh 3.
COc1ccc(NC(=S)N(CCN2CCOCC2)Cc2ccccc2F)cc1 was read as PAX8 reporter 1, CFTR F508del cor -3.0, GSIS activator 3, DENV2 CPE 12, FN deposit inh 2 and EWS-Fli block 5.
Screening COc1cc(C(=S)N2CCOCC2)ccc1OC(=O)c1ccccc1C returned PAX8 reporter -1, CFTR F508del cor 0.4, GSIS activator -2, DENV2 CPE 2, FN deposit inh 6, EWS-Fli block 2 and miR122 inh 0.
`NNC(=O)CSc1nc(-c2ccccc2)cn1-c1ccccc1` gave PAX8 reporter -14, GSIS activator -6, DENV2 CPE inconclusive, FN deposit inh 0 and EWS-Fli block 5.
`Cc1oc2c(c1C(=O)N1CCC(C)CC1)C(=O)c1ccccc1C2=O` gave PAX8 reporter 26, CFTR F508del cor -0.1, GSIS activator -1, DENV2 CPE 4, FN deposit inh -3 and EWS-Fli block 31.
COc1ccc(C(=O)C23CC4CC(C2)CC(C(=O)c2ccc(OC)cc2)(C4)C3)cc1 was read as PAX8 reporter 4, GSIS activator -7, DENV2 CPE -3, FN deposit inh 13 and EWS-Fli block 13.
Screening CNC[C@H]1Oc2cc(-c3ccc(C(=O)N(C)C)cc3)ccc2S(=O)(=O)N([C@H](C)CO)C[C@@H]1C returned CFTR F508del cor -2.8, GSIS activator -1, DENV2 CPE 0, EWS-Fli block 2 and miR122 inh -1[16.7 µM].
COc1ccc(COCC(O)CN2CCCCC2)cc1OC (stereo not given) was read as PAX8 reporter -8, CFTR F508del cor 2.0, GSIS activator -4, DENV2 CPE 1, FN deposit inh 7 and miR122 inh -4.
Screening Cc1cccc(C)c1NC(=O)C1(N(Cc2ccco2)C(=O)CC2NC(=O)NC2=O)CCCC1 (stereo not given) returned PAX8 reporter 18, GSIS activator -2, FN deposit inh 12 and miR122 inh 0.
`Cc1ccc(-c2nnnn2-c2ccc(C)cc2)cc1` gave PAX8 reporter -15, CFTR F508del cor 0.3, GSIS activator 34, DENV2 CPE -5, FN deposit inh -16 and EWS-Fli block -11.
`COc1ccc(CN(C)C[C@@H]2OCCCC[C@@H](C)Oc3ccc(NC(=O)Cc4ccccc4)cc3C(=O)N([C@@H](C)CO)C[C@H]2C)cc1` gave PAX8 reporter -15, CFTR F508del cor 0.9, GSIS activator -15, DENV2 CPE -4, EWS-Fli block -5 and miR122 inh 1[16.7 µM].
CCCNC(=O)Nc1ccc2c(c1)C(=O)N(C)C[C@H](OC)[C@H](C)CN(CCC(F)(F)F)[C@@H](C)CO2 was read as CFTR F508del cor -0.5, GSIS activator -2, FN deposit inh -6, EWS-Fli block -13 and miR122 inh -9[16.7 µM].
Screening CC1(Cc2ccc(C(F)(F)F)nc2)C(=O)Nc2cc(-c3ccccc3Cl)ccc21 (stereo not given) returned PAX8 reporter -22, CFTR F508del cor 1.5, DENV2 CPE -4, FN deposit inh -5, EWS-Fli block 2 and miR122 inh 5.
Screening Cc1cccc(-c2ccc([C@H]3[C@@H](CO)N4C(=O)CN(C(=O)c5cccnc5)C[C@@H]34)cc2)c1 returned PAX8 reporter 10, CFTR F508del cor -0.6, GSIS activator 4, DENV2 CPE 1 and EWS-Fli block 4.
Screening Cc1ccc(NC(=O)C2CCCC2)c(Br)c1 returned PAX8 reporter -33, CFTR F508del cor -4.4, GSIS activator -10, DENV2 CPE -5, FN deposit inh 1, EWS-Fli block -3 and miR122 inh 3.
For CCOc1cc(/C=C2\COc3ccccc3C2=O)ccc1OCC(=O)N(C)C the results were PAX8 reporter 27, CFTR F508del cor -1.4, GSIS activator -12, DENV2 CPE -2, FN deposit inh 5 and EWS-Fli block 42.
`CCC(=O)N1CCC2(CC1)CN(CC1CCOCC1)[C@@H](CO)c1c2c2ccc(OC)cc2n1C` gave PAX8 reporter -2, CFTR F508del cor -1.3, GSIS activator 5, DENV2 CPE -11 and EWS-Fli block 0.
For CCOC(=O)[C@@H]1[C@H]2COc3cc(OC)ccc3[C@@H]2N2C(=O)N(c3ccc(OC)cc3)C(=O)[C@]12C the results were PAX8 reporter -1, CFTR F508del cor 0.4, FN deposit inh -9, EWS-Fli block -1 and miR122 inh -5.
Screening CCOc1ccc(C(=O)Nc2c3c(nn2-c2ccccc2)CS(=O)(=O)C3)cc1 returned PAX8 reporter -14, CFTR F508del cor -1.2, GSIS activator 12, DENV2 CPE -3 and FN deposit inh 1.
`COc1ccc(N2CCN(C(=O)c3ccccc3)CC2)c([N+](=O)[O-])c1` gave PAX8 reporter 14, CFTR F508del cor -0.6, GSIS activator 2, DENV2 CPE -2, FN deposit inh -1, EWS-Fli block 0 and miR122 inh 5.
CSc1nc(C(=O)N2CCCC(Nc3ccc(C)c(C)c3)C2)cs1 (stereo not given) was read as PAX8 reporter 6, CFTR F508del cor 0.8, GSIS activator -8, DENV2 CPE -7 and FN deposit inh 3.
Screening O=C(CN(C1CCCCC1)S(=O)(=O)c1ccc(F)cc1)Nc1ccc2c(c1)OCO2 returned PAX8 reporter 7, FN deposit inh -7 and miR122 inh 247*.
COc1ccc(C2Nc3ccccc3C(=O)N2O)cc1CN1CCOCC1 (stereo not given) was read as PAX8 reporter -1, GSIS activator 9 and FN deposit inh 6.
For CC(=O)Nc1cccc(C(=O)OC(C)C(=O)NC(=O)NC2CCCCC2)c1 (stereo not given) the results were PAX8 reporter -2, CFTR F508del cor 1.7, GSIS activator -1, DENV2 CPE 23*, FN deposit inh 0, EWS-Fli block -5 and miR122 inh -9.
For CCOc1ccccc1NC(=O)CSc1nnc(Cn2c(=O)sc3ccccc32)n1C the results were PAX8 reporter 25, CFTR F508del cor -0.2, GSIS activator -9, DENV2 CPE -1, FN deposit inh 9, EWS-Fli block 6 and miR122 inh 3.
For COc1ccc(CC(=O)N[C@@H]2c3ccccc3CC[C@@H]2OCc2ccccc2)cc1 the results were PAX8 reporter -4, CFTR F508del cor 0.9, GSIS activator 8, DENV2 CPE 3, EWS-Fli block -10 and miR122 inh -1.
For Cc1cccc(CS(=O)(=O)Cc2ccc(C(=O)NCCc3ccccc3)o2)c1 the results were PAX8 reporter 3, CFTR F508del cor -0.4, GSIS activator -14, DENV2 CPE -6, FN deposit inh -14 and miR122 inh 1.
Screening C=CCSc1nc2c(c(=O)[nH]1)C(c1ccccc1)C(C#N)=C(N)O2 (stereo not given) returned PAX8 reporter 10, CFTR F508del cor 2.7, GSIS activator 1, FN deposit inh 8, EWS-Fli block 5 and miR122 inh -5.
COc1cccc(NC(=S)NC2CC(C)CC(C)(C)C2)c1 (stereo not given) was read as PAX8 reporter 4, CFTR F508del cor 4.8, GSIS activator -17, DENV2 CPE -9, FN deposit inh -3, EWS-Fli block 15 and miR122 inh 15.
Cc1ccc(NC(=O)COc2coc(CN3CCc4ccccc4C3)cc2=O)c(C)c1 was read as PAX8 reporter 11, CFTR F508del cor 0.4, GSIS activator -9, DENV2 CPE 5, FN deposit inh 4, EWS-Fli block 3 and miR122 inh -1.
For C[C@H]1CN([C@@H](C)CO)C(=O)c2cc(C#CC3(O)CCCC3)cnc2O[C@H]1CN(C)C(=O)CN(C)C the results were CFTR F508del cor -1.8, GSIS activator 14, DENV2 CPE 14, FN deposit inh -10, EWS-Fli block -6 and miR122 inh -3[16.7 µM].
For COc1ccc(S(=O)(=O)N[C@H]2CC[C@@H](CCNC(=O)CN3CCOCC3)O[C@@H]2CO)cc1 the results were PAX8 reporter 0, CFTR F508del cor -0.6, GSIS activator 17, DENV2 CPE 4, FN deposit inh 2 and EWS-Fli block 1.

Structural class: those above with a CF3 group.
CCCNC(=O)Nc1ccc2c(c1)C(=O)N(C)C[C@H](OC)[C@H](C)CN(CCC(F)(F)F)[C@@H](C)CO2 was read as CFTR F508del cor -0.5, GSIS activator -2, FN deposit inh -6, EWS-Fli block -13 and miR122 inh -9[16.7 µM].
Screening CC1(Cc2ccc(C(F)(F)F)nc2)C(=O)Nc2cc(-c3ccccc3Cl)ccc21 (stereo not given) returned PAX8 reporter -22, CFTR F508del cor 1.5, DENV2 CPE -4, FN deposit inh -5, EWS-Fli block 2 and miR122 inh 5.

Fetched one by one from the entries so far (2):
Cc1ccc(NC(=O)COc2coc(CN3CCc4ccccc4C3)cc2=O)c(C)c1 was read as PAX8 reporter 11, CFTR F508del cor 0.4, GSIS activator -9, DENV2 CPE 5, FN deposit inh 4, EWS-Fli block 3 and miR122 inh -1.
For C[C@H]1CN([C@@H](C)CO)C(=O)c2cc(C#CC3(O)CCCC3)cnc2O[C@H]1CN(C)C(=O)CN(C)C the results were CFTR F508del cor -1.8, GSIS activator 14, DENV2 CPE 14, FN deposit inh -10, EWS-Fli block -6 and miR122 inh -3[16.7 µM].
